Hck Nef HTS: human Hck-Nef kinase inhibition; inhibition, % at 20 µM; AID 463187; Recombinant Hck-YEEI plus Nef, Z-Lyte FRET kinase assay; P08631; hit rate 0.68% among 220,000;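 active means Hck-Nef kinase inhibition above about 50%, limit read from the data; inactive means inhibition below that limit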;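 further: 0% = DMSO with Hck plus Nef and 100% = Hck alone without Nef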
zVAD death inh: L929 zVAD cell death inhibition; L929 zVAD necroptosis rescue, ATP luminescence, 24 h; with zVAD 60 µM; AID 1377; viability rescue, % at 10 µM; hit rate 0.38% among 220,000;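 active means activation, scaled between plate controls, above about 75%, limit read from the data; inactive means activation under that limit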;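 further: 0% = zVAD with DMSO and 100% = DMSO alone without zVAD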
RBBP9 inh: human RBBP9 hydrolase inhibition; hit rate 0.2% among 220,000; AID 1515; recombinant RBBP9, FP-Rh probe fluorescence polarization; O75884; inhibition, % at 7.94 µM;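 active means inhibition above the campaign mean of all tested compounds plus 3 SD, cut at about 14% in these data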;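 further: plate controls were DMSO wells with RBBP9 for no effect and wells lacking RBBP9 protein for full effect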
Target sequence (O75884 whole entry, looked up): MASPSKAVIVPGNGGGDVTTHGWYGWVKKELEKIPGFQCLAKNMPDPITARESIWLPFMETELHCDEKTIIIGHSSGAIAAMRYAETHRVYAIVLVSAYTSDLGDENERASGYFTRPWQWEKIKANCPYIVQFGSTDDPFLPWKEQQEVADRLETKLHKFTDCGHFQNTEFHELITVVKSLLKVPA
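Test system – recombinant human RBBP9 · Input – RBBP9 2.5 µM in dispensing solution, pre-mixing · Medium – Tris buffer pH 8.0, NaCl, Pluronic · Schedule – preincubation 30 min plus labeling 45 min at 25 °C · Measured by – fluorescence polarization · Measure – % inhibition · Controls – DMSO and no-protein wells · Replicates – one well per compound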
Runt-SMMHC FRET: inhibitors of human RUNX1 Runt domain binding to CBFb-SMMHC. Q01196+Q13951. Cerulean-Runt/Venus-CBFb-SMMHC FRET ratio 530/480, 1 h. AID 1434. hit rate 0.74% among 220,000. inhibition, % at 20 µM;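 active means mean inhibition across duplicate retests at 20 µM reaching about 50%, limit read from the data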;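 further: 0% = DMSO wells and 100% = wells with excess untagged CBFb-SMMHC; inhibitors lower the FRET ratio by blocking Runt binding to CBFb-SMMHC; some results filed as inactive read as strong as hits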
Runt-CBFb FRET: blocks binding of human RUNX1 Runt domain to CBFb. Q01196+Q13951. Cerulean-Runt/Venus-CBFb FRET ratio 530/480, 1 h. inhibition, % at 20 µM. hit rate 0.46% among 220,000. AID 1496;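 active means inhibition over about 50% at 20 µM in the single-dose screen, limit read from the data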;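 further: 0% = DMSO wells and 100% = excess unlabeled CBFb competitor control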
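test system = Cerulean-Runt domain fusion protein, energy donor | probe or stimulus = Venus-CBFb binding partner, 100 nM | incubation = two 1 h room-temperature incubations shielded from light | detection = fluorescence energy transfer, 422 nm excitation, 530/480 nm emission | measure = loss of energy transfer signal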
PERK inh: blocks human PERK kinase; Q9NZJ5; CHO PERK-DD fusion, SEAP luminescence translation reporter; inhibition, % at 5.6 µM; hit rate 0.17% among 220,000;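 active means inhibition above the mean inhibition of all tested compounds plus 3 SD, set separately per screening campaign, cut at about 2.9% in these data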;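 further: PERK kinase domain activated by AP20187 dimerizer at 100 nM; 0% = DMSO with dimerizer and 100% = rapamycin at 8.4 µM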
TNF necrop inh: inhibitors of TNF-alpha induced necroptosis in Jurkat FADD-/- cells; Jurkat FADD-/- TNF necroptosis rescue, ATP luminescence, 24 h; 0 = TNF only, 100 = no-TNF cells; AID 463075; hit rate 0.068% among 220,000; activation (protection from cell death), % at 10 µM;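 active means activation, meaning protection from cell death, of at least 50% relative to plate controls; inactive means activation below 50%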;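 further: necroptosis triggered by 40 ng/mL TNF-alpha added together with compound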
EP2 antag: blocks the human prostaglandin E2 receptor EP2; P43116; C6 glioma cells expressing human EP2, cAMP TR-FRET; cells stimulated with saturating PGE2; inhibition, % at 25 µM; hit rate 0.52% among 260,000; AID 1422;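 active means percent inhibition above 40 after rounding to a whole number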;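 further: rat C6 glioma host cells with rolipram phosphodiesterase inhibitor present; the protocol text gives 20 µM as final concentration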
Target sequence (P43116 whole entry, looked up): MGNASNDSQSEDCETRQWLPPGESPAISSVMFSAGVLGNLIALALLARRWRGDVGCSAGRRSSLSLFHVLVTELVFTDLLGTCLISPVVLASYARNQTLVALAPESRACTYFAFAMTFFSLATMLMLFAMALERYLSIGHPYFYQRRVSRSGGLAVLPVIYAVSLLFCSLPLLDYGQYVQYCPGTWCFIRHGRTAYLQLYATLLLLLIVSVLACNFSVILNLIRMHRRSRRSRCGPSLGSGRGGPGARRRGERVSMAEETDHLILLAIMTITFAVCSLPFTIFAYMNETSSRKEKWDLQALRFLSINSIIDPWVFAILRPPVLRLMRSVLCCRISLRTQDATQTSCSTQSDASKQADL
EP2 mod: modulators of human EP2 prostaglandin E2 receptor | P43116 | EP2-expressing cells, cAMP HTRF FRET, PGE2 co-stimulation | induction, % at 25 µM | hit rate 0.83% among 260,000 | AID 940;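 active means compounds whose cAMP rise, as percent of the full-agonist control response, exceeds 60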;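 further: rat C6 glioma line stably carrying human EP2 under a CMV promoter; the protocol text gives 20 µM as final concentration; 100% = response of wells given 1 µM PGE2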
Numbers without * were called inactive; / = no result given. A portion of the library; rates above refer to the full screens.

| item | SMILES | EP2 mod | RBBP9 inh | EP2 antag | Hck Nef HTS | PERK inh | Runt-SMMHC FRET | zVAD death inh | TNF necrop inh | Runt-CBFb FRET |
| --- | --- | --- | --- | --- | --- | --- | --- | --- | --- | --- |
| 1 | C/C=C(\C)C(=O)OC1C(C)=C2C(C1OC(=O)CCCCC)C(C)(OC(C)=O)CC(OC(=O)CCC)C1(O)C2OC(=O)C1(C)O (stereo not drawn) | -1 | / | 20 | 28 | / | -10 | 70 | -22 | -10 |
| 2 | COc1ccc(CN2C(=O)NC(=O)/C(=C/c3ccoc3)C2=O)cc1 | -33 | -8 | 20 | 36 | -0.9 | 11 | 0.3 | -0.5 | -3 |
| 3 | CN1CC2([N+](=O)[O-])CC=C(Cl)C([N+](=O)[O-])(C1)C2 (stereo not drawn) | 32 | -9 | 9 | 0 | 2.0 | 3 | -0.2 | -0.6 | 3 |
| 4 | Cc1ccccc1C1=NCC(=S)Nc2ccc(Cl)cc21 | 27 | 3 | 7 | 4 | 1.1 | 1 | -0.7 | -3.8 | 0 |
| 5 | CCN(CC)C(=O)c1ccc(NC(=O)CCCSc2ccccc2)cc1 | -18 | -3 | 8 | 28 | 0.2 | -2 | 0.2 | 0.3 | -2 |
| 6 | CC(C)(C)C(=O)c1cn(Cc2ccccc2)c2ccccc12 | 32 | -5 | 5 | 4 | 0.9 | 1 | 4.2 | -0.7 | -1 |
| 7 | CC(=O)c1c(O)n(C)c(=S)n(-c2ccccc2)c1=O | 24 | -6 | 10 | 4 | 1.4 | -3 | 0.8 | -0.3 | 0 |
| 8 | C=C(C=O)CC1CC(O)[C@]2(C)OC3CC4OC5C[C@]6(C)O[C@]7(C)CCC8OC9C[C@]%10(C)OC%11C(C)=CC(=O)OC%11CC%10OC9C[C@@H](C)C8OC7CC6O[C@]5(C)CC5OC5C4OC3CC2O1 (stereo partly drawn) | -28 | -6 | 9 | 0 | -0.2 | 0 | 8.6 | -10 | -3 |
| 9 | O=C1NC(=O)C2(Cc3c(nc4ccccn4c3=O)N3CCCCCC32)C(=O)N1Cc1ccccc1 (stereo not drawn) | 34 | 5 | 6 | 0 | -1.3 | 2 | -0.1 | -8.9 | -2 |
| 10 | Cn1cccc1CNCCc1ccc(F)cc1 | 6 | -1 | 8 | 6 | 0.1 | 1 | -1.1 | 0.6 | -2 |
| 11 | O=C1NC(=O)C(=Cc2ccc(N3CCOCC3)o2)C(=O)N1 | 32 | -6 | 7 | 25 | -0.1 | -111 | 9.6 | -0.4 | -28 |
| 12 | Cc1ccc(/C=C2/C(=O)NC(=O)N(CCc3ccc(F)cc3)C2=O)s1 | -28 | -2 | 22 | 14 | 1.2 | -6 | 0.7 | 1.7 | 15 |
| 13 | CCC(=NCc1ccco1)c1c(O)n(-c2ccc(Cl)cc2)c(=O)[nH]c1=O | -28 | -3 | 3 | 6 | 0.1 | 0 | -0.2 | -1.2 | 0 |

Gathered by group: the compounds so far containing sulfur.
| item | SMILES | EP2 mod | RBBP9 inh | EP2 antag | Hck Nef HTS | PERK inh | Runt-SMMHC FRET | zVAD death inh | TNF necrop inh | Runt-CBFb FRET |
| --- | --- | --- | --- | --- | --- | --- | --- | --- | --- | --- |
| 4 | Cc1ccccc1C1=NCC(=S)Nc2ccc(Cl)cc21 | 27 | 3 | 7 | 4 | 1.1 | 1 | -0.7 | -3.8 | 0 |
| 5 | CCN(CC)C(=O)c1ccc(NC(=O)CCCSc2ccccc2)cc1 | -18 | -3 | 8 | 28 | 0.2 | -2 | 0.2 | 0.3 | -2 |
| 7 | CC(=O)c1c(O)n(C)c(=S)n(-c2ccccc2)c1=O | 24 | -6 | 10 | 4 | 1.4 | -3 | 0.8 | -0.3 | 0 |
| 12 | Cc1ccc(/C=C2/C(=O)NC(=O)N(CCc3ccc(F)cc3)C2=O)s1 | -28 | -2 | 22 | 14 | 1.2 | -6 | 0.7 | 1.7 | 15 |

An excerpt from above in order of formula weight, low to high.
| item | SMILES | EP2 mod | RBBP9 inh | EP2 antag | Hck Nef HTS | PERK inh | Runt-SMMHC FRET | zVAD death inh | TNF necrop inh | Runt-CBFb FRET |
| --- | --- | --- | --- | --- | --- | --- | --- | --- | --- | --- |
| 10 | Cn1cccc1CNCCc1ccc(F)cc1 | 6 | -1 | 8 | 6 | 0.1 | 1 | -1.1 | 0.6 | -2 |
| 7 | CC(=O)c1c(O)n(C)c(=S)n(-c2ccccc2)c1=O | 24 | -6 | 10 | 4 | 1.4 | -3 | 0.8 | -0.3 | 0 |
| 5 | CCN(CC)C(=O)c1ccc(NC(=O)CCCSc2ccccc2)cc1 | -18 | -3 | 8 | 28 | 0.2 | -2 | 0.2 | 0.3 | -2 |
